# D3 ag = qHTS of D3 Dopamine Receptor Agonist: qHTS. D3R DiscoveRx beta-arrestin cells, luminescence, 90 min. max activation, %. hit rate 0.58% among 410,000. AID 652048, 2013; in the data active = max activation above about 30%; also: 0% is about no effect; mostly tested at two doses, the higher about 12 µM
# Target sequence (P35462 whole entry, looked up): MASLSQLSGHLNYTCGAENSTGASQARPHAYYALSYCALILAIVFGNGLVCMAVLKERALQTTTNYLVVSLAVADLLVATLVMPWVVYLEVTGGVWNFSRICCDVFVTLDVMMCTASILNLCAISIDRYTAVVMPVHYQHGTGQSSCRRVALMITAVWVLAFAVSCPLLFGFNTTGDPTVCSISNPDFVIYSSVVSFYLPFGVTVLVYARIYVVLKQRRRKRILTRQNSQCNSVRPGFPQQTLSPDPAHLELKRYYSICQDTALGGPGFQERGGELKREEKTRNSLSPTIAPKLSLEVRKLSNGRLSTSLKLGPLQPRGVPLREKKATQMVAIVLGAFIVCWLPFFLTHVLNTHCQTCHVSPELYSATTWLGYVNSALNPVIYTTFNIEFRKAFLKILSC
#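 Agonist-mode cell screen: cells plated at 1500/well and incubated overnight at 37 °C, then exposed to library compounds for 90 min at 37 °C. Detection reagent was added for 30–60 min at room temperature, and luminescence was read.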
# DRD3 antagonist = qHTS of D3 Dopamine Receptor Antagonist: qHTS. D(3) dopamine receptor (Homo sapiens), P35462. D3R cells, DiscoveRx beta-arrestin luminescence, antagonist mode; hits give low values. max response, negative = inhibition, %. hit rate 2.5% among 360,000. AID 652054, 2013; in the data active = max response below about -50%; inconclusive = no clear call, values can overlap the other calls; also: % is scaled to controls: 0 for no effect and ±100 for the full control effect; mostly tested at two doses, the higher about 12 µM
#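 Cells plated overnight at 1500 cells/well, then exposed to library compounds with dopamine controls for 90 minutes at 37 degrees C. DiscoveRx reagent added for 30–60 minutes at room temperature; luminescence read, quantitative HTS format.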
# GLP-1R inv ag = qHTS of GLP-1 Receptor Inverse Agonists (Inhibition Mode); Glucagon-like peptide 1 receptor (Homo sapiens), P43220; HEK293 GLP-1R CRE-luciferase, luminescence, 24 h; GLP-1R form is constitutively active; Potency, µM (titrated, usually from 38.3 µM), for the others: at the top dose activity change, negative = inhibition, most hits filed as inhibitors; hit rate 1.6% among 410,000; AID 624417, 2012; also: potency is read from the fitted curve at half-maximal effect; % is scaled to controls: 0 for no effect and ±100 for the full control effect; nearly all actives have a fitted effect of over 55% in size
#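 GLP-1R inverse agonism mode: basal reporter luminescence in engineered HEK293 cells measured after one day of compound exposure at 37 deg C, with a 12 min room-temperature detection step.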
# GLP1R ag = qHTS of GLP-1 Receptor Agonists. Glucagon-like peptide 1 receptor (Homo sapiens), P43220. HEK293 GLP-1R CRE-luciferase, luminescence, 4-6 h; cells express a hypersensitive GLP-1R form. hit rate 0.007% among 380,000. AID 624172, 2012. Potency, µM (series often up to 45.6 µM), inactives show at the top dose activation, actives largely listed as activators; also: potency is read from the fitted curve at half-maximal effect; % of control where 0% means no effect
# HEK293 tox = qHTS of GLP-1 Receptor Inverse Agonists: Cytotox Screen; HEK293 cAMP-luciferase reporter cells, luminescence, 24 h; Potency, µM (top dose mostly 38.3 µM), inactives show at the highest dose activity change, negative = inhibition, hits mostly inhibitors; hit rate 0.13% among 410,000; AID 624418, 2012;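 also: loss of luciferase light is scored as toxicity; potency is read from the fitted curve at half-maximal effect; % is scaled to controls: 0 for no effect and ±100 for the full control effect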
#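 MLSMR compounds, 24 hr on cells at 37 deg C/5% CO2; luminescence after luciferase reagent (12 min RT). Inhibition counted as the undesired cytotoxic outcome.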
# TDP-43 yeast inh = qHTS of TDP-43 Inhibitors; TDP-43 expressing yeast growth rescue, BacTiter-Glo, 24 h; Potency, µM (highest dose often 46.1 µM), inactives show at the top dose growth rescue (activation), actives largely listed as activators; hit rate 1.8% among 410,000; AID 652104, 2013; also: potency is read from the fitted curve at half-maximal effect; % of control where 0% means no effect; nearly all actives have a fitted effect of over 50% in size
#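 In this qHTS, compounds that restore growth of yeast expressing TDP-43 appear as activators. Cells (OD600=0.02, galactose medium, raffinose-pregrown) are incubated with compound 24 hr at 30 deg C and growth is quantified by BacTiter-Glo.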
# PTHR1 agonist = qHTS for PTHR1 Agonists: Primary Screen | Parathyroid hormone/parathyroid hormone-related peptide receptor (Homo sapiens), Q03431 | HEK293 GP2 PTHR1 cells, GloSensor cAMP luminescence, 1 h | Potency, µM (titrated, usually from 115 µM), for the others: at the highest dose activation, actives largely listed as activators | hit rate 0.075% among 410,000; also: potency is read from the fitted curve at half-maximal effect; nearly all actives have a fitted effect of over 55% in size; some results filed as inactive show a strong effect at the top dose; inactives centre near -15; many of its hits are not listed in these tables
# Target sequence (Q03431 whole entry, looked up): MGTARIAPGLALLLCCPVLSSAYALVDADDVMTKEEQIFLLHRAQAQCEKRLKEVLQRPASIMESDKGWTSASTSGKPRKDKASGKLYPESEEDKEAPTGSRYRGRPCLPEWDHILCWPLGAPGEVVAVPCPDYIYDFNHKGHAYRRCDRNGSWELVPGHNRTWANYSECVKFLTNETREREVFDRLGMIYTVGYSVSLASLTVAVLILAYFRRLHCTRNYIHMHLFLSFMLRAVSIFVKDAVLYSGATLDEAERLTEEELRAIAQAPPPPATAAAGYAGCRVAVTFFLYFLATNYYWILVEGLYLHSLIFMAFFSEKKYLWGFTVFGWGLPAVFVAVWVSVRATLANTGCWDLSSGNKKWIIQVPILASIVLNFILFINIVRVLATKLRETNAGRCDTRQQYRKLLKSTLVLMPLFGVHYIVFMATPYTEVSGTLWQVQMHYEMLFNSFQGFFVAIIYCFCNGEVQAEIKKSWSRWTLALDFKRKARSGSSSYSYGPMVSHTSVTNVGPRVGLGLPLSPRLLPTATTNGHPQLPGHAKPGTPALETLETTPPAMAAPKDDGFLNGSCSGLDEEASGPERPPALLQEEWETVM
#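 HEK-293-derived GP2 cells expressing PTHR1 and a GloSensor cAMP reporter, 3,000/well, plated overnight, given luciferin plus IBMX (each 0.5 mM as added) for 1 h at 37 °C, then compound for 1 h at 37 °C. Luminescence was read after 15 min at room temperature.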
# aSyn yeast inh = qHTS of alpha-syn Inhibitors; Yeast expressing alpha-synuclein, growth rescue, BacTiter-Glo, 24 h; Potency, µM (highest dose often 46.1 µM), without a hit: at the top dose growth rescue (activation), actives largely listed as activators; hit rate 0.14% among 370,000; also: potency is read from the fitted curve at half-maximal effect; % of control where 0% means no effect; nearly all actives have a fitted effect of over 65% in size
#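 Screening used galactose-induced yeast with toxic alpha-synuclein levels, exposed to compound for 24 hr at 30 deg C. Cell growth, read with BacTiter-Glo luminescence, gave the measured signal.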
# KB-V1 cytotox = qHTS assay for MDR1-selective chemotherapeutics: Primary screen using the drug-selected MDR subline cells KB-V1; hit rate 3.4% among 400,000; KB-V1 MDR cells viability, CellTiter-Glo, 72 h; AID 1347076, 2019; Potency, µM (series often up to 46.1 µM), without a hit: at the highest dose activity change, negative = cytotoxicity, actives largely listed as cytotoxic; also: potency is read from the fitted curve at half-maximal effect; % is scaled to controls: 0 for no effect and ±100 for the full control effect; nearly all actives have a fitted effect of over 60% in size
#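 KB-V1 MDR subline cells in DMEM (phenol-red free, 10% FBS) exposed to compounds in qHTS concentration series for 72 h at 37 degrees C. Viability read by CellTiter-Glo luminescence; concentration-effect curves fitted after normalization and correction.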
# * hit, by the source's call; i = inactive; ? = inconclusive; . = not tested or not shown; [ ] = dose if it differs, or a comment. Unless noted, calls follow the shape of the dose curve; as a rule, active = well fitted curve in the direction sought with a large enough effect; inconclusive = small, poorly fitted or top-dose-only effect, or another doubt; inactive = no such curve, though single readings can be large; an effect the other way counts as inactive or inconclusive. Not all compounds are listed (hit frequency here may not be typical).
SMILES,D3 ag,DRD3 antagonist,GLP-1R inv ag,GLP1R ag,HEK293 tox,TDP-43 yeast inh,PTHR1 agonist,aSyn yeast inh,KB-V1 cytotox
CC(=O)CC(C)(C)S(=O)(=O)c1ccc(NC(C)=O)cc1,-1.9,2.3,12.9%,-0.9%,5.3%,0.6%,7.4%[57.5 µM],-8.0%,11.9%
CC12CCC3c4cc(CN5CCOCC5)c(O)cc4CCC3C1CCC2=O (stereo not given),-2.4,10.9,0.0%,1.7%,23.9%,14.9%,i,-10.4%,-4.0%
COC(=O)c1cc2oc3ccccc3c2n1Cc1ccccc1Cl,-3.7,.,0.7%,.,-6.7%,11.5%,i,.,.
Cc1ccc(S(=O)(=O)NCCNS(=O)(=O)c2ccccc2Br)cc1,-4.1,19.8,6.2%,1.3%,-8.3%,17.0%,-24.1%,0.5%,-1.6%
O=C(CO/N=C/c1ccccc1O)N1CCc2ccccc21,4.4,-2.5,-0.1%,0.3%,4.3%,10.1%,-10.6%,-0.2%,13µM*
COc1ccccc1C(=O)Nc1ccc(S(=O)(=O)N(C)c2ccccc2)cc1,-7.1,3.6,?,26.4%,2.7%,15.0%,-9.0%,3.9%,5.4%
Cc1cc(C)c2c(NC(=O)C3CC3)nn(C)c2n1,26.6,3.1,16.2%,0.1%,0.8%,-2.4%,-4.9%,-12.1%,?
O=C(NCc1ccco1)c1cc(-c2cccnc2)nc2ccc(Cl)cc12,4.4,19.7,-13.6%,-1.6%,2.0%,?,i,2.7%,2.5%
COc1ccc(NC(=O)CN2C(=O)CCn3nc(-c4cccn4C)cc32)cc1,-2.4,.,-1.9%,.,-11.3%,0.0%,-8.2%,.,8.7%
O=C(Nc1ccc2c(c1)OCCO2)c1cccc(Cl)c1,-1.1,20.3,-11.7%,5.6%,-2.0%,-19.6%,-41.0%[inhibitor],-10.7%,-37.9%
CCCc1cc(Nc2cccc(OC)c2)n2ncnc2n1,19.4,9.3,14.7%,9.1%,-4.2%,-8.4%,-0.7%,0.3%,-16.7%
CCOc1ccc(/C(O)=C2/C(=O)C(=O)N(CCOCCO)C2c2ccccn2)cc1 (stereo not given),0.6,-15.0,208.8%[activator],1.2%,22.0%,14.3%,-14.2%[57.5 µM],-0.1%,-4.1%
COC(=O)c1cc(NC2c3ccccc3C(=O)N2Cc2ccco2)cc(C(=O)OC)c1 (stereo not given),-0.3,13.2,15.3%,7.3%,-0.3%,22.7%,i,2.1%,15.9%
CC1(c2ccccc2Br)NC(=O)N(CC(=O)NC2CCCCC2)C1=O (stereo not given),8.7,9.3,-11.9%,7.3%,0.1%,3.3%,-5.8%,0.4%,0.0%
O=C(NCc1cccnc1)c1cc2ccccc2oc1=O,-8.1,-3.2,0.0%,-12.4%,-7.8%,-19.2%,i,0.3%,24.0%
O=C(NCc1ccc(F)cc1)C(=O)Nc1ccc2nc3n(c(=O)c2c1)CCCCC3,5.9,.,9.6%,.,2.0%,26.9%,-24.7%,.,9.4%
CCOC(=O)c1sc2ncn(CC(=O)Nc3ccc(OCC)cc3)c(=O)c2c1C,0.6,.,10.2%,0.2%,0.2%,11.4%,-29.9%,.,-6.9%
COCCOC(=O)C1=C(C)OC(N)=C(C#N)C1c1ccc2c(c1)OCO2 (stereo not given),-5.1,26.2,10.9%,14.1%,0.1%,-10.4%,-0.1%[57.5 µM],3.4%,2.1%
COc1cc(NC(=O)CC(C)n2nc(C)cc2C)cc(OC)c1 (stereo not given),0.4,.,0.5%,.,3.7%,5.5%,i,.,7.9%
Cc1c(C)n2c(SCC(=O)NC3CCCC3)nnc2[nH]c1=O,3.1,12.9,6.3%,3.9%,6.2%,-21.0%,i,-5.6%,20.1%
COc1cc2nc(SCc3c(C)noc3C)n(CCC3=CCCCC3)c(=O)c2cc1OC,-3.5,11.7,-23.4%,6.4%,-11.5%,10.4%,-5.7%,17.7%,?
COC(=O)CC1C(=O)NCCN1C(=O)c1sc2ccccc2c1Cl (stereo not given),7.9,15.5,4.0%,-3.7%,1.9%,-1.0%,i,-1.1%,2.1%
O=C(/C=C/c1ccccc1)NCCc1c[nH]c2ccccc12,-6.4,-3.0,?,20.8%,0.4%,-12.6%,i,8.5%,20.0%
O=c1cc(Cl)[nH]c(=O)n1Cc1ccc(F)cc1,-1.0,1.3,21.8%,-0.8%,5.7%,10.6%,-0.3%,5.4%,5.3%
Cc1ccc(CN=c2c([N+](=O)[O-])nn(-c3cccc(Cl)c3)n2O)cc1,2.8,-13.8,7.0%,2.5%,-9.1%,10µM*,i,10.0%,25.5%
CN(C1CCCCC1)S(=O)(=O)c1cccc(C(=O)Nc2ccccn2)c1,0.9,3.5,-20.4%,-0.9%,-1.8%,17.8µM*,-61.8%[inhibitor],6.5%,-16.0%
COc1ccc(-n2c(SC)nc(O)cc2=O)cc1,3.7,24.4,-20.6%,-10.2%,-25.2%,-18.9%,-8.5%[57.5 µM],-1.5%,-8.4%
Nc1ccc2nn(-c3ccc(Cl)cc3)nc2c1,-11.7,-13.1,-7.2%,-1.2%,155.3%[activator],?,-21.5%,-1.8%,7.3%
Cc1cc(=O)n(C(NC(=O)c2ccccc2)C(=O)c2ccccc2)cn1 (stereo not given),64.8*,100.8,1.2%,14.1%,-24.9%,-11.7%,-9.8%[57.5 µM],-0.4%,15.0%
COc1ccc(C(=O)OCC(=O)c2ccc3[nH]c(=O)[nH]c3c2)c(OC)c1OC,0.4,11.4,40.5%[activator],26.2%,1.8%,7.3%,i,10.6%[1.84 µM],0.0%
Cc1ccc(C)c(S(=O)(=O)NCCOc2nc(NC(C)C)nc(NC(C)C)n2)c1,-4.5,9.2,?,8.7%,?,-6.7%,-19.3%,?,?
COc1cc(/C=N/Nc2ccnc(=O)[nH]2)ccc1O,2.7,-11.6,49.5%[activator],11.9%,1.3%,-7.9%,-31.4%[inhibitor],-6.8%,-17.8%
OC1c2cc(Cl)cc(Cl)c2N=C2CCCN21 (stereo not given),-11.7,-59.3*,1.0%,6.5%,-1.6%,29.2%,-23.4%,1.7%,-20.4%
Cn1cc(CCC(=O)N2CCCC(CCC(=O)NCc3ccccc3F)C2)cn1 (stereo not given),4.4,5.4,-5.5%,-2.8%,-0.8%,12.7%,-0.8%,2.0%,0.0%
COC(=O)c1cc2occc2n1CC(=O)Nc1ccc(N(C)C)cc1,6.4,.,9.7%,.,-6.6%,12.1%,-19.7%,.,-6.2%
CC(=O)C(Cc1cccc(F)c1)(Cc1cccc(F)c1)C(C)=O,-0.9,-11.8,?,-1.3%,-10.9%,-7.1%,i,19.7%,-0.5%
O=C(N/N=C/c1cn(-c2ccccc2)nc1-c1cc2ccccc2o1)c1ccncc1,-3.4,24.3,-23.7%,-7.1%,35.3%[activator],22.3%,-8.2%,-7.3%,?
COc1ccc(C(=O)/C=C/Nc2cc(C)ccn2)cc1,0.8,0.8,?,-0.8%,-5.2%,17.0%,-20.7%,-7.7%,-1.2%
CCOc1ccc(/C=C/C(=O)NC2CCCCC2)cc1,1.2,-23.6,-19.1%,1.1%,-2.3%,?,-73.9%[inhibitor],-0.4%,-15.5%
CC1=C(C(=O)N(C(C)C)C(C)C)CC(CC(=O)NCCN2CCOCC2)C(=O)N1CCCN1CCCC1=O (stereo not given),-4.8,-2.0,7.6%,2.1%,1.3%,12.6%,16.1%,4.7%,-2.5%
CC1(C)OC(=O)C(=NNc2ccccc2C(=O)O)C(=O)O1,-4.7,-9.0,8.2%,-3.4%,?,-4.9%,?,0.7%,?
CCC(CO)Nc1ncnc2onc(-c3ccc(F)cc3)c12 (stereo not given),3.5,4.7,5.2%,-2.7%,-10.8%,-10.1%,i,-2.1%,19.4%
CCCc1nc(Cl)c(C#N)c2c1CCCC2,-0.3,-8.0,38.0%[activator],7.9%,12.9%,-12.4%,-13.5%,13.6%,-2.8%
CCC(c1nc2ccccc2[nH]1)n1c(=O)c(-c2cccs2)nc2ccccc21 (stereo not given),-6.1,-19.2,10µM*,.,12.6%,10.3%,-33.6%[inhibitor],?,?
COc1ccc(NS(=O)(=O)c2cc3c4c(c2)CCN4C(=O)CC3)c(OC)c1,-2.5,21.8,31.5%[activator],3.0%,16.6%,-19.0%,i,-0.3%,?
CN(C)c1ccc(N=Nc2nc3ccccc3n2C)cc1,-19.6,-74.5*,?,-9.2%,5.01µM*,-64.5%[inhibitor],-39.3%[inhibitor],-65.3%[inhibitor],?
CC(C)=C1C2CCC1C1C(=O)N(c3nc(-c4ccccc4)c(C)s3)C(=O)C21 (stereo not given),0.5,3.6,?,-10.7%,-18.4%,5.8%,-31.6%[inhibitor],-3.0%,?

# Three structures already listed, sorted by length of the SMILES, ascending.
SMILES,D3 ag,DRD3 antagonist,GLP-1R inv ag,GLP1R ag,HEK293 tox,TDP-43 yeast inh,PTHR1 agonist,aSyn yeast inh,KB-V1 cytotox
OC1c2cc(Cl)cc(Cl)c2N=C2CCCN21 (stereo not given),-11.7,-59.3*,1.0%,6.5%,-1.6%,29.2%,-23.4%,1.7%,-20.4%
CCOc1ccc(/C=C/C(=O)NC2CCCCC2)cc1,1.2,-23.6,-19.1%,1.1%,-2.3%,?,-73.9%[inhibitor],-0.4%,-15.5%
Cn1cc(CCC(=O)N2CCCC(CCC(=O)NCc3ccccc3F)C2)cn1 (stereo not given),4.4,5.4,-5.5%,-2.8%,-0.8%,12.7%,-0.8%,2.0%,0.0%
